From PubChem
PriA SSB inh – K. pneumoniae PriA-SSBct interaction inhibition; AID 1272365; AlphaScreen SSBct-PriA binding, biotinylated peptide; inhibition, % at 33 µM; actives 0.6% (n = 430,000); in the data active = inhibition mostly above about 37%, no sharp cut-off; inactive = mostly below about 20%;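 also: plate controls were negative control peptide for no effect and reference peptide for full effect; strong numbers were not always called active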
* marks the source's active call; other numbers are inactive results; & = joins results of further samples.

SMILES	PriA SSB inh
COc1ccc(Cl)cc1NC(=O)N1CCC[C@H](c2nn(C)c(=O)n2-c2ccccc2)C1	-1.0
Clc1ccc(C=NN2CCN(Cc3ccccc3Cl)CC2)cc1	4.4
COc1ccc(CNC(=O)NC[C@](C)(OC)c2cccc(Cl)c2)cc1OC	-11.0
COc1ccc(C(=O)NCCCn2ncccc2=O)c(OC)c1	-3.0
Cc1nc(-c2cccnc2)sc1CCNS(=O)(=O)c1cccs1	-6.0
O=C(NCc1cccs1)N1CCC(Cn2ccnc2)CC1	-5.0
O=C(NN=Cc1ccco1)/C(=C/c1cccc([N+](=O)[O-])c1)NC(=O)c1ccccc1	-5.2
O=S(=O)(NC[C@@H](c1cccs1)N1CCc2ccccc21)c1ccc2c(c1)OCCO2	27.0
Cc1nc(-c2ccccc2Cl)sc1C(=O)O	-4.0
O=C(Nc1nc2ccc([N+](=O)[O-])cc2s1)c1cccc2ccccc12	4.0
CCc1ccc(N2C(=O)C3N=NN(Cc4ccccc4C)C3C2=O)cc1 (stereo not drawn)	-19.0
COC(=O)c1ccc(CN2CCC(COCc3ccc(Cl)cc3)CC2)cc1	-28.0
Cc1cccc(N=Cc2ccccn2)n1	-2.4
Cc1ccc(Cl)cc1S(=O)(=O)NCCc1ccoc1	2.0
O=C(NC[C@H]1CCCO1)c1nnn(Cc2ccccc2)c1-n1cccc1	-14.0
COc1cc(C2C(=C(O)c3ccc4c(c3)OCCO4)C(=O)C(=O)N2c2nnc(C)s2)cc(OC)c1OC (stereo not drawn)	10.7
O=C(CN1CCN(Cc2ccccc2)CC1)NN=C/C=C\c1ccco1	5.0
Cn1ccc(C(=O)Nc2nc3ccc(S(N)(=O)=O)cc3s2)n1	16.0
COc1ccc(S(=O)(=O)NC(N)=NCCc2ccc(Cl)cc2)cc1OC	8.0
O=S(=O)(Cc1nc(-c2ccc(OCc3ccccc3)cc2)no1)c1ccccc1	-23.0
CC(C)CCNC(=O)Cc1ccc(-n2c(=O)c3ccccc3n(Cc3c(F)cccc3Cl)c2=O)cc1	-12.0
O=C(NCCCc1ccccc1)C1CCN(c2nc3ccccc3[nH]c2=O)CC1	-1.0
O=C(CSCc1ccccc1)NCc1cc(C2CC2)n(C2CCCC2)n1	-11.0
O=C(c1ccc(=O)[nH]c1)N1CCCC[C@H](c2ccc(F)cc2)C1	-4.0
COc1cc(C(=O)Nc2nnc(SCC(=O)Nc3nc4ccccc4s3)s2)c([N+](=O)[O-])cc1OC	-6.0

Molecules from the list above that have fluorine (2):
SMILES	PriA SSB inh
CC(C)CCNC(=O)Cc1ccc(-n2c(=O)c3ccccc3n(Cc3c(F)cccc3Cl)c2=O)cc1	-12.0
O=C(c1ccc(=O)[nH]c1)N1CCCC[C@H](c2ccc(F)cc2)C1	-4.0

The results go on.
SMILES	PriA SSB inh
COc1ccc(O)c(C=Nc2cc(C)ccn2)c1	-17.0
Cc1ccc2nc(-c3ccc(N)cc3)[nH]c2c1	-6.0
O=C(Nc1ccc2c(c1)CN(C(=O)c1ccco1)CC2)c1ccc(-c2ccccc2)cc1	9.0
COc1ccccc1N=C(C)N(C)CCNS(=O)(=O)c1ccc(Cl)cc1	-11.0
COc1ccc(CNC(=O)N2CCC[C@H](c3nnc(-c4ccccc4F)s3)C2)cc1	-6.0
Cc1nc(NC(N)=NS(=O)(=O)c2ccc([N+](=O)[O-])cc2)nc2ccccc12	-3.2
O=C(NN=Cc1ccc[nH]1)c1cccc(Br)c1	-7.7
CC(C)C(=O)Nc1ccc(SCc2ccccc2)nn1	5.0
CCOC(=O)c1sc(NC(=O)c2cccc(SC)c2)cc1C	-8.0
CCOc1ccc(-c2csc(-n3nc(C)cc3NC(=O)c3cccc([N+](=O)[O-])c3C)n2)cc1	-7.0
Cc1nnc(SCc2ccccn2)c2c1cnn2-c1ccccc1	6.0
COC(=O)c1sccc1NC(=O)c1ccc(-n2cncn2)nn1	-18.0
Cc1ccc(S(=O)(=O)CCC(=O)Nc2nnc(-c3cc(C)ccc3C)o2)cc1	0.0
CC1(C)COc2cc(NC(=O)Cc3ccc(Cl)cc3)ccc2NC1=O	24.0
Nc1ncnc(Nc2ccccc2C(F)(F)F)c1[N+](=O)[O-]	9.0
Cc1ccc(S(=O)(=O)N(CCN2C(=O)c3ccccc3C2=O)CCN2C(=O)c3ccccc3C2=O)cc1	-6.0&-3.0
CCC/C=N\NC(=O)c1cccc(O)c1	-15.0
O=C(c1ccoc1)N1CCSC(c2ccccc2)CC1 (stereo not drawn)	9.0
Cn1cc(S(=O)(=O)N2CCN(C(c3ccccc3)c3ccccc3)CC2)c(=O)n(C)c1=O	-5.0
CC(C)(C)c1cc[n+](C(C(=S)NC2CC2)=C([O-])c2ccc(Cl)s2)cc1	-12.9
O=C(CSc1ccc2ccccc2n1)Nc1ccccc1F	-14.0&-13.0
CCOCCn1ccc2c(OCC(=O)N3CCc4ccccc43)cccc2c1=O	-8.0
COCC(=O)NC1CCN(c2nc(-c3cccnc3)cs2)CC1	-1.0
COc1cc(NS(=O)(=O)c2ccc(NC(=O)C(c3ccccc3)c3ccccc3)cc2)nc(OC)n1	-7.0
CN(C)S(=O)(=O)N1CCCC(c2nnc(-c3ccsc3)o2)C1 (stereo not drawn)	3.0
Later entries.
SMILES	PriA SSB inh
CC(C)(C)c1csc(CN2CCN(CC(=O)N3CCCC3)CC2)n1	-13.0&3.0
c1ccc(Nc2ccc(N3CCNCC3)nn2)nc1	56.0*
COc1ccc(-c2csc(NC(=O)c3ccc(S(=O)(=O)N4CCC(C)CC4)cc3)n2)cc1C	4.0
CSc1ccccc1C(=O)Nc1ccc(-c2csc(Nc3cccnc3)n2)cc1	4.0
CC[C@H](C)NC(=O)CCn1c(=O)c2ccccc2n2c(=O)n(CC(=O)NCc3cccs3)nc12	-27.0
COc1cc(C)c(C)cc1S(=O)(=O)N1CCN(c2ccc(-c3ccco3)nn2)CC1	-4.0
O=C(Cc1noc2ccccc12)Nc1cc(OCc2ccc3c(c2)OCO3)ncn1	-1.0
CCOc1ccccc1N1CCN(C(=O)c2sc3ncccc3c2-n2cccc2)CC1	-14.0
COc1ccc(OC)c2sc(NC(=O)C3CCCCN3S(C)(=O)=O)nc12 (stereo not drawn)	1.0
CCOC(=O)N1CCc2c(sc(NC(=O)c3cccc(SC)c3)c2C(N)=O)C1	-16.0
COc1ccc2c(C)cc(SCC(=O)c3ccc4c(c3)OCCO4)nc2c1	-9.0&-5.0
CCC1(C)NC(=O)N(N=Cc2cc(OC)c(O)c(OC)c2)C1=O (stereo not drawn)	-2.3
Cc1cc(C)c(S(=O)(=O)N2CCC(c3nc4ccccc4[nH]3)CC2)c(C)c1	5.0
O=C(CCc1ccc(F)c(Cl)c1)NCc1cncc(-c2ccsc2)c1	-2.0
CCCOc1ccc(-c2nc(C#N)c(N3CCCCCC3)o2)cc1	76.2
O=C(NN=Cc1ccsc1)c1cc2ccccc2o1	-4.2
Cc1cc(C)c(C)c(S(=O)(=O)N2CCC(n3ccnn3)CC2)c1C	-4.0
CN1CCN([C@@H](CNC(=O)c2ccc(Cl)cc2)c2ccc(F)cc2)CC1	-6.0
O=S(=O)(NCCC(O)c1cccs1)c1ccc2c(c1)OCCO2 (stereo not drawn)	-16.0
CON=CC(=NNc1ccc(OC)cc1)C(=O)c1ccc(OC)cc1	-18.3
Cn1nc(N2CCCC(C(=O)NCc3ccc(S(N)(=O)=O)cc3)C2)ccc1=O (stereo not drawn)	-4.0
COc1ccc(OC)c(-c2cc(C(=O)NCC[C@H](O)c3cccn3C)n(C)n2)c1	19.0
Cc1ccc2c(=O)c(-c3nc(-c4cccc(F)c4)no3)cn(CC(=O)Nc3ccc4c(c3)OCCO4)c2n1	-20.0
CCCC(O)=C1C(=O)CC(c2ccccc2)CC1=NCCc1c(C)[nH]c2ccc(C)cc12 (stereo not drawn)	-4.2
O=[N+]([O-])c1ccc(N2CCS(=O)(=O)CC2)c2ncccc12	28.9
Next structures follow:
SMILES	PriA SSB inh
COc1ccc(CCNC(=O)NCc2cnn3ccccc23)cc1	-14.0
COc1ccc(C=NN2CCN(C)CC2)c(OC)c1OC	-6.4
Cc1cc(C=NNC(=O)CC(=O)NC2CCCCC2)c(C)n1-c1ccc(Cl)c(Cl)c1	12.4
C(=NNC(=Nc1ccccc1)c1ccccn1)c1ccccn1	2.3
COc1ccc(C(=O)N2N=C(c3cccs3)CC2c2cccc(OC)c2O)cc1 (stereo not drawn)	34.0
Cc1ccc(Cl)cc1-n1nnc(C(=O)Nc2nccs2)c1C	-21.0
COc1cccc(C=NNC(=S)NC2CC3CC2C2C=CCC32)c1O (stereo not drawn)	8.8
CCc1ccc(OC)c(S(=O)(=O)NCCN2CCN(c3ccccc3OC)CC2)c1	-1.0
Cc1ccccc1OCC(=O)N[C@@H]1CNC(=O)C1	-4.0
COc1ccc(-c2ccc(=O)n(C)n2)cc1	-2.0
COc1cc(OC)cc(N2C(=O)C3N=NN(c4cc(OC)cc(OC)c4)C3C2=O)c1 (stereo not drawn)	-6.0
S=C(NN=Cc1ccccc1)N1CCOCC1	9.1
C[C@H]1C(=O)NCCN1C(=O)CCCSc1ccc(Cl)cc1	-3.0
CCC(C)n1c(O)c(C=NNc2nc3c(c(=O)n(C)c(=O)n3C)n2C)c(=O)[nH]c1=S (stereo not drawn)	-12.7
COc1cccc2sc(NC(=O)Cc3ccc(SC)cc3)nc12	8.0
CN1CCN(c2cc(OCCNC(=O)Nc3ccc(F)c(F)c3)ncn2)CC1	-7.0
O=C(c1ccc(C(F)(F)F)nc1)N1CC(n2cc(COc3ccccc3)nn2)C1	1.0
Cc1ccc(-c2cc(=O)n(CC(=O)Nc3cccc(C)c3C)[nH]2)cc1	-5.0
N#Cc1cccnc1N1CCC(CNC(=O)c2c(F)cccc2Cl)CC1	3.0
COc1cc(C=NNc2ncc(C(F)(F)F)cc2Cl)cc(OC)c1O	-11.4
Cc1ccc(C)c(S(=O)(=O)NC[C@H](O)C2CCCCC2)c1	-21.0
O=c1cccnn1CCCNS(=O)(=O)c1ccccc1F	0.0
COC(=O)c1ccc(NC(=O)CSc2ccc3nnc(-c4ccc(OC)c(OC)c4)n3n2)cc1	-3.0
COC(=O)c1ccc2c(=O)n(CC(=O)NCCN3CCc4ccccc4C3)c(=S)[nH]c2c1	-3.0
Cc1nn(C2CCS(=O)(=O)C2)c(C)c1S(=O)(=O)NCc1ccc2c(c1)OCO2 (stereo not drawn)	13.0

An excerpt from above in order of molar mass, smallest number first:
SMILES	PriA SSB inh
S=C(NN=Cc1ccccc1)N1CCOCC1	9.1
COc1ccc(C=NN2CCN(C)CC2)c(OC)c1OC	-6.4
Cc1ccc(C)c(S(=O)(=O)NC[C@H](O)C2CCCCC2)c1	-21.0
COc1cccc(C=NNC(=S)NC2CC3CC2C2C=CCC32)c1O (stereo not drawn)	8.8
CCC(C)n1c(O)c(C=NNc2nc3c(c(=O)n(C)c(=O)n3C)n2C)c(=O)[nH]c1=S (stereo not drawn)	-12.7
Cc1cc(C=NNC(=O)CC(=O)NC2CCCCC2)c(C)n1-c1ccc(Cl)c(Cl)c1	12.4

Reformatted field by field: part of the list above.
CC(C)CCNC(=O)Cc1ccc(-n2c(=O)c3ccccc3n(Cc3c(F)cccc3Cl)c2=O)cc1
- PriA SSB inh = -12.0

O=C(NCCCc1ccccc1)C1CCN(c2nc3ccccc3[nH]c2=O)CC1
- PriA SSB inh = -1.0

O=C(CSCc1ccccc1)NCc1cc(C2CC2)n(C2CCCC2)n1
- PriA SSB inh = -11.0

(next part)
SMILES	PriA SSB inh
NC(=NOC(=O)CCC1CCCCC1)c1ccc([N+](=O)[O-])cc1	-1.4
COc1ccc(CNC(=O)CC(C)=NNC(=O)COc2ccc(Br)cc2)cc1	-0.2
Cn1cc(C(=O)Nc2nc3ccccc3s2)c2nn(-c3ccccc3)c(=O)c-2c1	5.0
Cc1ccc(NC(=O)c2nc(NCc3cccnc3)ncc2Cl)cc1	-20.0
O=C(/C=C/c1cccs1)Nc1nnc(-c2ccc(C(F)(F)F)cc2)o1	9.0
COc1cccc(-n2c(Cc3cc(=O)[nH]c(=O)[nH]3)nnc2SCC(=O)NCc2ccco2)c1	8.0
Cc1c([N+](=O)[O-])cc(S(=O)(=O)NCCOc2cccc(C(F)(F)F)c2)cc1[N+](=O)[O-]	39.0*
O=C(Nc1ccccc1C(F)(F)F)N(CCc1cccs1)Cc1ccoc1	-6.0
COC(=O)c1ccc(NC(=O)CN2CC(c3nc(-c4cccnc4)no3)C2)cc1	4.0
NS(=O)(=O)c1ccc(CCNC(=O)C2CSCCC(=O)N2)cc1 (stereo not drawn)	5.0
O=C(CCc1csc(NS(=O)(=O)c2ccccc2)n1)NCCc1c[nH]c2ccccc12	5.0&13.0
C(=C\c1nn2c(-c3ccco3)nnc2s1)/c1cccs1	-18.0
Cc1ccc(S(=O)(=O)C(NC=O)C(Cl)(Cl)Cl)cc1 (stereo not drawn)	-14.0
CCOC(=O)CNC(=O)CSc1nc(CC)cc(=O)[nH]1	-13.0&0.0
Cc1ccc(S(=O)(=O)N(C)CC(O)Cn2cc(C=C3C(=O)CC(C)(C)CC3=O)c3ccccc32)cc1 (stereo not drawn)	-11.0
C=C(C)Cn1c(=O)c2c(nc3n(-c4cc(Cl)ccc4C)c(C)c(C)n23)n(C)c1=O	-12.0
CC(=O)Nc1ccc(NC(=O)CSc2nc(-c3ccccc3C)nc3c2c(=O)n(C)c(=O)n3C)cc1	-33.0
Cc1csc(CN2CCN(C(=O)c3ccc(Br)o3)CC2)n1	0.0
Cc1cccc(OC2CCN(C(=O)C3Oc4ccccc4OC3C)CC2)n1 (stereo not drawn)	-5.0
O=C(Cn1cc(-c2ccc(F)cc2)cn1)N1CCN(c2ccccn2)CC1	-14.0
O=C(Nc1cc(F)ccc1F)c1cccn(Cc2ccccc2F)c1=O	-13.0
COc1ccc2nc(N3CCC[C@H](C(=O)Nc4cccnc4)C3)sc2c1	-9.0
Cc1oncc1C(=O)N1CCS[C@H]1c1ccc(Cl)c(Cl)c1	-9.0
CS(=O)(=O)C1CCN(S(=O)(=O)CCc2ccccc2)C1 (stereo not drawn)	-23.0
COc1ccccc1C=NNC(=O)CSc1cc(C)nc2ccccc12	-15.7

An excerpt. The share of hits here may be higher or lower than overall.
